Pf growth 48h – inhibits P. falciparum growth in the first generation, 48 h; P. falciparum luciferase growth in erythrocytes, 48 h; Potency, µM (doses to about 28.7 µM), for the others: at the highest dose activity change, negative = inhibition, usual class: inhibitors; hit rate 5.9% among 310,000; AID 504832; further: potency means the concentration at half of the fitted maximal effect; on the % scale 0 is the no-effect control and ±100 the full control effect
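Cell-based growth assay: transgenic P. falciparum expressing firefly luciferase, cultured in red cells within RPMI 1640 containing 0.5% w/v Albumax, 24 mM bicarbonate and gentamycin. A drop in luciferase activity indicates inhibition.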
Shiga toxin inh – inhibitors of Shiga toxin in Vero cells. hit rate 9.2% among 290,000. inhibition, % at 38.7 µM. Vero cells, Shiga toxin protein synthesis inhibition reporter; in the data active means inhibition mostly above about 28%, no sharp cut-off; inactive means mostly below about 43%; further: 0% is about no effect
AMA1 RON2 block – disrupts binding of P. falciparum AMA1 to RON2 | AID 720542 | Potency, µM (series often up to 58.2 µM), for inactives: top-dose activity change, negative = inhibition, most hits filed as inhibitors | hit rate 0.2% among 360,000 | AlphaScreen AMA1-biotinylated RON2 peptide binding;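 further: potency means the concentration at half of the fitted maximal effect; 0% = vehicle wells and -100% = peptide control; nearly all actives have a fitted effect of over 45% in size; some results filed as inactive show a strong effect at the top dose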
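AMA1 (3D7) with his tag at 25 nM final met compounds first, then biotinylated RON2 peptide at 25 nM; detection used donor plus acceptor beads, 10 µg/mL apiece, read by AlphaScreen after 30 min at room temperature.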
LmPK inh – blocks Leishmania mexicana pyruvate kinase activity | Q27686 | purified LmPK, Kinase-Glo ATP luminescence, 1 h | Potency, µM (top dose mostly 57.5 µM), for the others: at the highest dose activity change, negative = inhibition, most hits filed as inhibitors | hit rate 0.37% among 290,000 | AID 1721; further: potency means the concentration at half of the fitted maximal effect; on the % scale 0 is the no-effect control and ±100 the full control effect
Target sequence (Q27686 whole entry, looked up): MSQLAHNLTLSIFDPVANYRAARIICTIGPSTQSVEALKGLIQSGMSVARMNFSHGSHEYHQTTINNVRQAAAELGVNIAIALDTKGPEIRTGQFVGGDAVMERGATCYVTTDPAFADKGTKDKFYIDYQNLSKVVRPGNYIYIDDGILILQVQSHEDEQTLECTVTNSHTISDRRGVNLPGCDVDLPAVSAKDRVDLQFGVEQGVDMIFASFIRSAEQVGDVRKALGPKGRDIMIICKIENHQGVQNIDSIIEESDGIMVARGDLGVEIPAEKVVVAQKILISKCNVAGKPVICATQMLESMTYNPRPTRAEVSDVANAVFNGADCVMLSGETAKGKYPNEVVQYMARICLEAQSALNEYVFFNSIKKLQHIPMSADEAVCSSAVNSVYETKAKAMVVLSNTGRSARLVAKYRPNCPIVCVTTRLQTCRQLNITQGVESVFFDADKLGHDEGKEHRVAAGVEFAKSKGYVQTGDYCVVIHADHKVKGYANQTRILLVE
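Screened at intermediate enzyme activity to detect both inhibitors and activators: LmPK at 0.1 nM, with a 0.5 nM enzyme column as activation reference. PEP 0.5 mM, ADP 0.1 mM; ATP detected by luminescence after 1 h.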
TbPYK inhibitor – blocks Trypanosoma brucei pyruvate kinase | Q57TT1 | TbPYK enzyme, Kinase-Glo Plus ATP luminescence, 45 min | Potency, µM (titrated, usually from 76.8 µM), for inactives: top-dose activity, negative = inhibition, usual class: inhibitors | hit rate 0.12% among 410,000; further: potency means the concentration at half of the fitted maximal effect; on the % scale 0 is the no-effect control and ±100 the full control effect; nearly all actives have a fitted effect of over 50% in size
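Luminescent Kinase-Glo Plus end-point after 45 min room-temperature reaction of T. brucei pyruvate kinase started with 130 uM ADP (final). Buffer TEA 50 mM pH 7.2 with KCl, MgCl2, BSA, Tween-20; titration-based qHTS with fitted concentration-effect curves.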
Cycloheximide cs – affects cycloheximide protein synthesis inhibition readout, counter-screen; AID 2314; cell reporter, cycloheximide protein synthesis inhibition counterscreen; max response, %; hit rate 12% among 300,000; in the data active means max response mostly above about 13%, no sharp cut-off; inactive means mostly below about 14%; further: read at 38.3 µM for the half of the compounds with a filed dose; 0% is about no effect
Pf growth 96h – P. falciparum growth inhibition at 96 hours; P. falciparum luciferase reporter growth, 96 h; Potency, µM (doses to about 28.7 µM), inactives show at the highest dose activity change, negative = inhibition, hits mostly inhibitors; AID 504834; hit rate 6.9% among 320,000; further: potency means the concentration at half of the fitted maximal effect; on the % scale 0 is the no-effect control and ±100 the full control effect
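Two parasite generations (96 h, 37 C, 5% CO2) of compound exposure in infected erythrocytes (0.05% parasitemia, 2% hematocrit). Luciferase-reporter P. falciparum; decreased luminescence indicates inhibited growth, aimed at apicoplast-acting delayed death.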
The depositor's hits bear a star; ? = inconclusive; nt = no result given; & = joins results of further samples; [ ] = dose if it differs, or a comment. Unless noted, the call rests on the fitted dose curve; in most records, active means well fitted curve in the direction sought with a large enough effect; inconclusive means small, poorly fitted or top-dose-only effect, or another doubt; inactive means no such curve, though single readings can be large; an effect the other way counts as inactive or inconclusive. Not a hit list; any-hit rate near 21%.

Structure | Pf growth 48h | Shiga toxin inh | AMA1 RON2 block | LmPK inh | TbPYK inhibitor | Cycloheximide cs | Pf growth 96h
CC(=O)Nc1ccc(S(=O)(=O)N(C)CCOCc2ccccc2)cc1 | -3% | 32 | 31%[activator] | 2% | -2% | -3 | nt
CCN1CCN(Cc2nc3ccc([N+](=O)[O-])cc3c(=O)n2-c2ccc(OC)cc2OC)CC1 | nt | -7 | 2% | -4% | -11% | -1 | -8%
COc1ccc(CCNC(C)CCc2ccc(OC)cc2)cc1 (centres undefined) | nt | -10 | -5% | 4% | -5% | 0 | ?
CCCCn1c(SCC(N)=O)nc2sc3c(c2c1=O)CCC3 | -4% | 1 | -2% | 1% | -1% | -1 | ?
O=C(CSCc1ccccc1)N1CCN(Cc2ccc3c(c2)OCO3)CC1 | 14% | -3 | 3% | -1% | -5% | 1 | 10%
CC1(c2nnc(-c3ccc(F)cc3)o2)CC(c2ccc([N+](=O)[O-])cc2)=NO1 (centres undefined) | 44%[activator] | -5 | -5% | 5% | -2% | -4 | 59%[activator]
CCOC(=O)c1cnc(N2CCOCC2)[nH]c1=O | 23% | 34 | 20% | -1% | 0% | -4 | 7%
O=C(NCCN1CCCC1)c1cccc(Cl)c1 | 8% | -6 | 0% | -3% | -1% | -2 | 38%[activator]
Cc1nc2cc(NS(=O)(=O)c3cccc(F)c3)ccc2s1 | -5% | -20 | -6% | 0% | 2% | -2 | 5%
COc1ccc(NC(=O)CNS(=O)(=O)c2ccc(Cl)cc2)cc1OC | 1% | -8 | -16% | 4% | -10% | -3 | 17%
O=C1CC(Nc2ccccc2)C(=O)N1Cc1ccccc1 (centres undefined) | 17% | -4 | -1% | -4% | 4% | -3 | nt
CC(C)n1c(SCC(=O)NC2CC2)nnc1-c1ccco1 | 14% | -10 | -8% | -4% | -8% | -2 | -24%
Cc1oc(CC(C)C)cc1C(N)=O | -6% | 19 | -14% | 1% | 6% | -1 | 53%[activator]
COC(=O)c1ccc(CN2C(=O)c3ccccc3C2=O)o1 | 10% | -9 | -3% | 0% | 1% | -3 | 27%
O=C(CSCc1ccccc1Br)N/N=C/c1ccc(OCC(=O)N2CCCCC2)cc1 | ? | 29 | -6% | 8% | -8% | -1 | ?
O=C(c1cccs1)N1CCN(S(=O)(=O)c2cccc(Cl)c2Cl)CC1 | ? | nt | 1% | nt | 0% | nt | -10%
O=C(COC(=O)CCOc1ccccc1)Nc1cc(S(=O)(=O)N2CCCCC2)ccc1Cl | -28% | nt | -18% | nt | 3% | nt | 13%
CN1CC(=O)N(CC(=O)Nc2ccc3c(c2)CCC3)C1=O | 15% | 43 | -16% | -3% | -13% | 3 | ?
CC(=O)Nc1sc2c(c1C(c1ccccc1)N1CCOCC1)CCCC2 (centres undefined) | ? | 21 | 14% | 0% | -7% | 10 | nt
Cc1cc(C)n(C(=O)CNC(=O)c2ccccc2F)n1 | 25% | -2 | 0% | -4% | -16% | 17 | 23%
Cc1ccc(-c2nc(SCC(=O)Nc3cc(C)on3)c3c(=O)n(C)c(=O)n(C)c3n2)cc1 | 3% | -10 | -5% | -8% | 4%&11% | 1 | -25%
Cc1cc(C)c(NC(=O)C2CCN(C(=O)c3ccco3)CC2)c(C)c1 | 21% | -6 | 21% | -3% | -1% | -3 | 0%
CCCCn1c(NS(=O)(=O)c2ccc(C)cc2)c(C(=O)OCC)c2nc3ccccc3nc21 | -3% | -15 | 0% | 4% | 1% | 2 | 2%
CCCC(=O)Nc1ccc(C(=O)N/N=C/c2ccc([N+](=O)[O-])o2)cc1 | -92% | 15 | 10% | -3% | -11% | 9 | 1.7µM*
CC(C)OCCCNC(=O)Cn1ccc2cc(S(=O)(=O)N3CCCCC3)ccc21 | ? | -4 | 16% | -1% | -1% | 1 | -19%
CCc1c(O)nc(SCC(=O)Nc2ccc(C)cc2)n(C2CCCCC2)c1=O | ? | 31 | -1% | 2% | 4% | 4 | 35%[activator]
CC(C)(C)NS(=O)(=O)c1ccc(CCC(=O)N2CCCCC2)cc1 | ? | 24 | -1% | 0% | -4% | -1 | 34%[activator]
Cc1cc(Cl)ccc1NC(=S)N1CCN(C(=O)c2ccco2)CC1 | -2% | -2 | 0% | 3% | 4% | -3 | -20%
O=C(O)/C=C/c1ccc2c(-c3ccccc3)onc2c1 | 29% | 9 | 11% | -3% | -12% | 6 | 70%[activator]
COc1ccccc1C(C)NC(=O)CCOc1cccc(C)c1 (centres undefined) | ? | 36 | 39%[activator] | 1% | 0% | -1 | 3%

Sorted by count of non-hydrogen atoms (low to high): three of the compounds above.
Structure | Pf growth 48h | Shiga toxin inh | AMA1 RON2 block | LmPK inh | TbPYK inhibitor | Cycloheximide cs | Pf growth 96h
Cc1nc2cc(NS(=O)(=O)c3cccc(F)c3)ccc2s1 | -5% | -20 | -6% | 0% | 2% | -2 | 5%
O=C(c1cccs1)N1CCN(S(=O)(=O)c2cccc(Cl)c2Cl)CC1 | ? | nt | 1% | nt | 0% | nt | -10%
CCCCn1c(NS(=O)(=O)c2ccc(C)cc2)c(C(=O)OCC)c2nc3ccccc3nc21 | -3% | -15 | 0% | 4% | 1% | 2 | 2%

(list continues)
Structure | Pf growth 48h | Shiga toxin inh | AMA1 RON2 block | LmPK inh | TbPYK inhibitor | Cycloheximide cs | Pf growth 96h
COc1cccc(NC(=O)CN(C)C(=O)c2cc3c(s2)CCCC3)c1 | 82%[activator] | nt | 3% | nt | -5% | nt | 42%[activator]
COc1ccccc1NS(=O)(=O)c1cc(NC(=O)CNC(=O)c2ccccc2)ccc1C | 11% | 12 | -2% | 1% | -18% | 3 | -25%
O=C(Nc1ccc([N+](=O)[O-])cn1)C1CCCCC1 | 4% | 23 | 2%[11.6 µM] | 2% | -5% | 13 | ?
Cc1cccc(NC(=O)c2onc3c2CCCC3)n1 | 0% | 23 | 19% | 13µM* | ? | 33* | 76%[activator]
CC(C)CNS(=O)(=O)c1ccc(CCC(=O)N2CCC(C(N)=O)CC2)cc1 | ? | -6 | 0% | -1% | -8% | -1 | -20%[5.75 µM]
Cc1csc(C(=O)O)c1-c1c(C)csc1C(=O)O | 0% | -3 | -13%[11.6 µM] | -4% | -6% | -4 | 15%
Cc1cccc(NCC(O)Cn2cnc3c2c(=O)n(C)c(=O)n3C)c1 (centres undefined) | -14% | -5 | -14% | 4% | -5% | -2 | 53%[activator]
O=C(NCC(=O)N1CCCCCCC1)c1ccc(Cl)cc1 | 112%[activator] | nt | -3% | nt | -9% | nt | 105%[activator]
CCC(CO)N=CC1=C(O)CC(c2ccccc2)CC1=O (centres undefined) | 14% | -7 | 0% | 8% | 1% | -3 | 46%[activator]
COc1ccc(CN(C)C(=O)c2ccccc2Sc2ccccc2C#N)cc1OC | -22% | -36 | -1% | -7% | -9% | -2 | ?
COc1ccc(Cl)cc1NC(=S)NCCSc1ccc(C)cc1 | -16% | -1 | 58%[activator] | 4% | -3% | -1 | 12µM*
O=C(CSc1nc2ccccc2o1)NC(=O)NCc1ccccc1 | 20% | -12 | 28% | -6% | -6% | -3 | -3%
C=C(C)Cn1c(=O)c2c(nc3n2CCN3c2cccc(Cl)c2C)n(C)c1=O | 9.3µM* | -12 | -10% | 5% | -25% | -4 | ?
OC(COCCC12CC3CC(CC(C3)C1)C2)CN1CCCCC1 (centres undefined) | nt | -14 | ? | 0% | 4% | -4 | ?
C[N+]12CCC(CC1)C(C(O)(c1ccccc1)c1cccs1)C2 (centres undefined) | 12µM* | -2 | 9% | -1% | 6% | -3 | 2.6µM*
CN(CCNC(=O)c1ccc(/C=N/O)nc1)Cc1ccccc1 | 8% | -9 | 16% | -2% | -9% | -6 | -22%
CCC(C)Sc1ccc([C@H]2N[C@@](CC(C)C)(C(=O)OC)[C@H]3C(=O)N(C)C(=O)[C@@H]23)cc1 (some centres undefined) | ? | nt | 16% | nt | -2% | nt | ?
CCOC(=O)c1c(C)[nH]c(NC(=O)NNC(=O)c2ccc(OC)cc2)c1C | -13% | nt | 109%[activator] | nt | 5% | nt | -10%
CCOc1ccc(C(=O)N/N=C(\c2ccccc2)c2ccccn2)cc1 | 13µM* | 61* | -4% | 7% | 1% | 42* | 12µM*
Cc1ccn2c(CNCCn3nc(C)cc3C)c(C(=O)N3CCCCCC3)nc2c1 | -5% | -5 | 27% | 5% | 0% | 9 | ?
O=C(O)CSc1ncnc2sc(-c3ccccc3)cc12 | 17% | 14 | 1% | -2% | -3% | 9 | 2%
Cc1cc(NCc2ccccc2)n2ncnc2n1 | -5% | -5 | 1% | -1% | 3% | -3 | -29%
O=C(Nc1ccc2c(c1)OCCO2)C1CCN(S(=O)(=O)c2cccs2)CC1 | nt | 23 | -1% | 3% | -3% | 24* | 5%
CCCn1c(C2CCCN2c2nc(-c3ccc(C)cc3)cs2)nc2cc(Cl)c(N3CCCCC3)cc21 (centres undefined) | ? | 26 | 37%[activator] | 12% | -5% | 3 | 3.3µM*
Cc1ccc(C(=O)CSc2nnc(CNc3nc(-c4ccccc4)cs3)n2C)cc1 | ? | 24 | 3% | 3% | 1% | 19 | 13µM*
CCC/C(O)=C1\C(=O)CCCC1=NCCc1c(C)[nH]c2ccc(C)cc12 | -28% | -7 | -13% | -2% | -1% | -2 | -29%
CCOC(=O)C1CCN(c2ncnc3c(C)csc23)CC1 | 58%[activator] | 67* | 1% | -11% | -1% | 48* | 29%
CC(C)c1c(C(=O)N/N=C/c2cccc3ccccc23)nnn1-c1nonc1N | -23% | -5 | 6% | -9% | 3% | 5 | ?
COc1ccc(CCNC(=O)C(=O)NCc2ccc(Cl)cc2)cc1OC | -12% | -10 | 2% | 0% | -4% | 15 | -21%
COc1ccc(-n2c(-c3cccc(OC)c3)nc(=S)c3c2CCCC3)cc1 | ? | -11 | -12% | 1% | 4% | 6 | -23%
COc1ccc(S(=O)(=O)N2C3CCC2CC(NC(=O)C2CC2)C3)cc1 (centres undefined) | 31%[activator] | 21 | 3% | 0% | -2% | -3 | 66%[activator]
NC(=O)CSc1nnc(-c2ccccn2)n1N | 28% | 36 | -17% | 2% | 3% | 0 | 2%
Nc1oc2ccccc2c1C(=O)Cc1ccccc1O[C@@H]1O[C@H](CO)[C@@H](O)[C@H](O)[C@H]1O | 3% | nt | 13% | nt | -1% | nt | 1%
COc1ccc(-c2csc3ncnc(N4CCN(CCO)CC4)c23)cc1 | -10% | -5 | -10% | 4% | 1% | -3 | -28%
CC(=O)Nc1ccc(S(=O)(=O)N(C)CC(=O)OC(C)C(=O)N(C)Cc2ccccc2)cc1 (centres undefined) | ? | -7 | 5% | -5% | 5% | -1 | 1%
COc1cccc(N2CCN(c3ncnc4c3[nH]c3ccc(F)cc34)CC2C)c1 (centres undefined) | ? | -27 | -22% | 1% | -4% | -8 | 138%[activator]
CCN(CC)c1ccc(CNC(=O)C/C(C)=N/NC(=O)COc2ccc(C)cc2Br)cc1 | -22% | 9 | 39%[activator] | -5% | 0% | 1 | -15%

Screening data (PubChem BioAssay)
